TEAD-YAP block: TEAD-YAP interaction inhibition; HEK-TIYL cells, TEAD-Gal4/YAP UAS-luciferase luminescence; inhibition, % at 9.12 µM; 640,000 tested, 1.4% active; in the data active = inhibition above about 32%;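 also: 0% = median of test compound wells and 100% = reference inhibitor wells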
MITF primary: inhibitors of human MITF. inhibition, % at 2.6 µM. 650,000 tested, 0.91% active. O75030. AlphaScreen MITF homodimerization, bead proximity signal. AID 1259374; in the data active = inhibition above about 50%;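 also: 0% = vehicle wells with protein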
Target sequence (O75030 whole entry, looked up): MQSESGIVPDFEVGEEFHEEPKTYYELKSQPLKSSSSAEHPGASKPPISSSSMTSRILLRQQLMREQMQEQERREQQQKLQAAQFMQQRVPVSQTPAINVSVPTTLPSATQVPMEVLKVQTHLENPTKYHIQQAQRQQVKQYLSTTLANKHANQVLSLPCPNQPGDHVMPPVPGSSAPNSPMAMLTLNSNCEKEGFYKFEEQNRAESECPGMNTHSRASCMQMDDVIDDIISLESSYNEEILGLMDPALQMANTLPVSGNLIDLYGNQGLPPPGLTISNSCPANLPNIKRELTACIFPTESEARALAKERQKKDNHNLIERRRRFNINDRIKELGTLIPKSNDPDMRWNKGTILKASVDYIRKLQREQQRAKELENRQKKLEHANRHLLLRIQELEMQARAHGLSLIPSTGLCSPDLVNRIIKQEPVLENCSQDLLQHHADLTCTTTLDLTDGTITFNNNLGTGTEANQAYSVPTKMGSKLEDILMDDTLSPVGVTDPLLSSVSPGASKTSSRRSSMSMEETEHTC
FBW7 act: human FBW7 E3 ligase activation, primary screen | Q969H0 | AlphaScreen FBW7–phospho-cyclin E peptide binding, activator screen | normalized activity (activation), % at 26.1 µM | 650,000 tested, 0.13% active | AID 1259310; in the data active = normalized activity above about 1.9%;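 also: purified mutant Fbw7 with reduced substrate affinity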
GPR151 activ: human GPR151 activation. Q8TDV0. PathHunter beta-arrestin GPR151 cells, luminescence. activation, % at 11.2 µM. 650,000 tested, 1% active. AID 1508602; in the data active = activation above about 4.9%;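 also: 0% = median of compound wells and 100% = cells with positive control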
Target sequence (Q8TDV0 whole entry, looked up): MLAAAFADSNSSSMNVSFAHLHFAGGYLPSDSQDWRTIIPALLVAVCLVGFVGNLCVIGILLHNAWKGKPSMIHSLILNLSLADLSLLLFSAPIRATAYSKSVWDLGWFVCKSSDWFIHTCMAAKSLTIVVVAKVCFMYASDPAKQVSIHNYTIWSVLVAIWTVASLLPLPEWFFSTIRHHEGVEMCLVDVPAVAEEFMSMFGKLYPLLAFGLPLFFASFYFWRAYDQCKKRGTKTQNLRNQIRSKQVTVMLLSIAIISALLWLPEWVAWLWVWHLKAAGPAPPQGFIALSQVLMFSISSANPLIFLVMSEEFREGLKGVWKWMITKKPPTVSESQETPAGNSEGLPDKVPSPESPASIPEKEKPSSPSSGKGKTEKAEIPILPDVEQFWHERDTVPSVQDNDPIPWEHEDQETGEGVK
Starred values were filed as active, the others as inactive. Rows were taken by chance; 3.4% or so of the library scored in one or more.

Every second line gives: TEAD-YAP block	GPR151 activ	FBW7 act	MITF primary
> Cc1ccc(Oc2ccc(C#N)cc2[N+](=O)[O-])c(-n2nc3ccccc3n2)c1
  14	-0.4	-0.1	2
> CC[n+]1c(C)sc2ccccc21
  -4	4.3	-0.1	2
> Cc1oc(C(C)(C)C)cc1C(=O)Nc1ccc2ccccc2c1
  -26	2.0	-0.1	-6
> CC(C)(C)N(C=C(Cl)Cl)C(=O)N/N=C/c1cccc([N+](=O)[O-])c1
  3	-2.5	0.4	17
> Cc1c(O)ccc2c(CN3CCN(Cc4ccc5c(c4)OCO5)CC3)cc(=O)oc12
  7	-0.4	-0.1	10
> COc1ccc(C(=O)/C=C/Nc2cccc(F)c2)cc1OC
  -77	-1.1	-0.2	6
> CC(C)C(=O)N1CCN(c2cc(N3CCCCCC3)c(F)cc2[N+](=O)[O-])CC1
  2	0.1	-0.1	15
> CCc1cc(=O)n(CC(=O)Nc2ccc3c(c2)OCO3)c(-n2nc(C)cc2C)n1
  -11	1.2	0.6	6
> Cc1ccc(N(C(=O)c2snc(C(N)=O)c2N)C(CC(C)C)C(=O)NC(C)(C)C)cc1 (centres undefined)
  -1	1.2	0.0	3
> CN(Cc1ccccc1)S(=O)(=O)c1ccc(F)c(C(=O)Nc2ccc(Cl)cc2C(F)(F)F)c1
  -4	-0.4	0.2	12
> CCOC(=O)C1CCCN(C(=O)c2ccc(Cl)cc2)C1 (centres undefined)
  5	0.0	0.2	0
> COc1ccc(Nc2nc(N)nc(CC(=O)CSc3ccc(C)cc3)n2)cc1
  5	1.5	0.0	-18
> Cc1cc(C=C2C(=O)NC(=S)NC2=O)c(C)n1-c1ccc(Br)cc1F
  -4	3.7	-0.2	-2
> CC1=CC(C)C2(COC(=O)Nc3ccccc3)COC(C)C1C2C (centres undefined)
  0	3.5	0.0	16
> O=C(OCc1ccccc1)N1CCc2[nH]c3ccccc3c2C1
  -5	-0.3	-0.1	7

An excerpt of these results, comma-delimited.
SMILES,TEAD-YAP block,GPR151 activ,FBW7 act,MITF primary
Cc1oc(C(C)(C)C)cc1C(=O)Nc1ccc2ccccc2c1,-26,2.0,-0.1,-6
CC(C)(C)N(C=C(Cl)Cl)C(=O)N/N=C/c1cccc([N+](=O)[O-])c1,3,-2.5,0.4,17
Cc1c(O)ccc2c(CN3CCN(Cc4ccc5c(c4)OCO5)CC3)cc(=O)oc12,7,-0.4,-0.1,10
COc1ccc(C(=O)/C=C/Nc2cccc(F)c2)cc1OC,-77,-1.1,-0.2,6
CC(C)C(=O)N1CCN(c2cc(N3CCCCCC3)c(F)cc2[N+](=O)[O-])CC1,2,0.1,-0.1,15
CCc1cc(=O)n(CC(=O)Nc2ccc3c(c2)OCO3)c(-n2nc(C)cc2C)n1,-11,1.2,0.6,6

(listing goes on)
Every second line gives: TEAD-YAP block	GPR151 activ	FBW7 act	MITF primary
> CCNC(=O)COC(=O)c1cccc(Br)c1
  1	-1.6	0.8	9
> COc1cc(C(=O)Oc2ccc(C)cc2C(C)=O)cc(OC)c1OC
  -9	0.5	-0.1	-6
> CCOc1ccc(NC(=O)CN(c2ccccc2)S(=O)(=O)c2ccc(OCC)cc2)cc1
  0	-2.0	0.1	7
> CC(=O)n1c2ccccc2c2nc(C)sc21
  -9	0.6	-0.3	1
> CCOC(=O)c1ccc(NC(=O)Cn2cc3c(n2)CCCC3)cc1
  3	-1.6	-0.1	0
> CC(C)(C)OC(=O)NCC(=O)NNC(=O)OCc1ccccc1
  3	-1.0	0.2	8
> COCCCNC(=O)c1cc2sccc2n1C
  -16	-0.8	-0.1	21
> CCOc1ccc(NC(=O)c2ccc(NCCCN3CC(C)CC(C)C3)c([N+](=O)[O-])c2)cc1 (centres undefined)
  -27	-0.5	-1.1	8
> Cc1nc(Cl)c(C(=O)N2CCOCC2)c(C)c1Cl
  -10	-0.4	0.4	15
> COc1ccc2c(c1)CC(C(=O)Nc1ccc(-c3ccnc(N)n3)cc1C(=O)N(C)C)CO2 (centres undefined)
  -6	0.0	-0.1	0
> Cc1cccc(C(=O)Oc2coc(CSc3ncccn3)cc2=O)c1
  -3	-2.3	0.2	1
> COc1ccc(S(=O)(=O)NC(C)C(=O)NC2CC2)cc1Cl (centres undefined)
  4	-1.0	0.3	-3
> CCn1c(CNC(=O)C23CC4CC(CC(C4)C2)C3)nnc1SCc1ccccc1
  10	-0.9	0.0	-26
> COc1ccc(-c2cn3nc(SCC(=O)Nc4cccc(OC)c4)ccc3n2)cc1
  -34	-2.2	0.0	-7
> CC1CCCC(C)N1CCNc1nc2ccccc2c2nc(-c3ccncc3)nn12 (centres undefined)
  -4	1.3	0.1	-7
> CCN(CC)C(=O)C(=O)Nc1ccc(C(C)C)cc1
  -22	0.5	-0.1	-1
> Cc1ccc2nsnc2c1NC(=O)c1sc2ccccc2c1Cl
  -2	-0.7	-0.4	11
> CNc1nc(OCC(F)(F)F)nc(N2CCCC[C@H]2c2cccnc2)n1
  -1	1.0	-0.1	3
> CC(C)(C)c1nnc2sc(SCC(=O)NCCN3C(=O)CSC3=O)nn2c1=O
  -3	0.9	0.0	-6
> O=C(Nc1ccc(Cl)c(Cl)c1)N(Cc1ccsc1)C1CC1
  4	3.2	0.6	4
> O=c1c2cc3c(=O)n(-c4ccccc4)c(=O)c3cc2c(=O)n1-c1ccccc1
  -5	0.3	0.1	5
> COc1ccc(S(=O)(=O)Nc2cccc3ccccc23)cc1[N+](=O)[O-]
  2	-1.0	0.0	7
> CCOc1ccc(S(=O)(=O)c2c[nH]c3cc4c(cc3c2=O)OCCO4)cc1
  -19	-0.6	0.0	-12
> O=C1[C@@H]2C[C@H](NCc3cnn(-c4ccccc4F)c3)CN2C(=O)[C@H]2CCCN12
  -8	-1.5	-0.1	-7
> CC(C)CC(c1nnnn1CC1CCCO1)N1CCN(c2cccc(Cl)c2)CC1 (centres undefined)
  2	0.3	0.2	84*
> COc1cccc(CNC(=O)CCC2CCCN(C3CCOCC3)C2)c1 (centres undefined)
  -7	-1.3	0.1	9
> O=C(Cc1c(F)cccc1Cl)Nc1cc(C(=O)Nc2ccc3c(c2)OCCO3)ccc1N1CC2CC(C1)c1cccc(=O)n1C2 (centres undefined)
  -1	0.3	0.2	18
> NC(=O)c1nc(-c2cccc(O)c2)nc2c1[nH]c(=O)n2-c1ccccc1
  13	0.1	-0.3	3
> CCCCSC1=C(C#N)C(=O)NC(C)(C)S1
  1	1.8	0.1	12
> CCOc1cc(C(=O)NC(C)CC)cc(OCC)c1OCC (centres undefined)
  4	-0.2	-0.1	13
> Cc1cc(N)ccc1S(=O)(=O)Nc1ccc(Br)cc1
  5	1.0	0.0	6
> Cc1ccc2nc(/C(C#N)=C/c3ccccc3O)[nH]c2c1
  97*	-8.8	0.3	6
> COc1ccccc1S(=O)(=O)Cc1ccc(C(=O)NCc2ccccc2)o1
  6	-0.5	0.0	5
> CC(=O)Nc1cccc(Oc2ccc(C)c(C)c2)c1
  -3	0.2	0.1	8
> Cc1cc(-c2csc(NC(=O)/C=C/c3ccco3)n2)c(C)n1CC1CCCO1 (centres undefined)
  -9	1.5	0.0	3
> c1csc(CNc2ccc3ncc(-c4ccoc4)n3n2)c1
  -5	-1.2	1.8	10
> O=C(NCc1cccc(C(F)(F)F)c1)c1csc(Nc2ccccn2)n1
  1	-2.3	-0.1	-1
> CCCCCCCSc1nc2c(c(=O)[nH]c(=O)n2C)n1CC
  7	0.0	-0.1	-4
> COc1ccc(C2c3c(oc4ccccc4c3=O)C(=O)N2CCCN(C)C)cc1 (centres undefined)
  -11	3.8	-0.2	5
> CCc1cc(-c2ccncc2)ccc1NC(=O)C1COc2ccccc2O1 (centres undefined)
  -17	-0.8	0.1	6
> CC1CCc2c(sc(NC(=O)c3ccc(S(=O)(=O)N4CCc5ccccc5C4)cc3)c2C(N)=O)C1 (centres undefined)
  4	-0.7	0.1	6
> Cc1cc(OC(=O)c2ccco2)ccc1[N+](=O)[O-]
  -4	-1.4	-0.1	-2
> Cc1ccsc1/C=C/C(=O)NCC(=O)N1CCC(N(C)C2CCCCC2C)CC1 (centres undefined)
  4	-1.0	0.7	6
> Cc1ccc(C2(C)C(=O)Nc3cc(F)ccc32)cc1 (centres undefined)
  6	1.9	0.0	8
> Cc1cccc(C)c1OCC(O)Cn1c2ccccc2c2ccccc21 (centres undefined)
  -6	0.9	0.0	16
> Cc1c(C(=O)Oc2ccc(F)cc2)sc2ncn(Cc3ccccc3F)c(=O)c12
  6	0.6	-0.1	10
> CC1CN(CCNC(=O)C2(N3CCOCC3)CCCCC2)Cc2ccccc2O1 (centres undefined)
  -2	-0.4	0.2	12
> CC(=O)C1=C(O)CCC1=Nc1ccccc1
  -3	-0.8	-0.2	-16
> CCOC(=O)CCc1c(C)c(C#N)c2nc3ccccc3n2c1Nc1ccc(C)cc1
  -5	-1.9	0.1	-13
> COc1cccc(C=C2C(=O)N(C)C(=O)N(C)C2=O)c1OCc1ccccc1
  2	0.7	-1.0	9
> Cc1ccc2nc(SCC(=O)Nc3ccccc3[N+](=O)[O-])[nH]c2c1
  4	1.0	-0.2	0
> O=C(NCCn1cc(SCc2ccc(Cl)c(Cl)c2)c2ccccc21)c1ccc(F)cc1
  2	-1.0	0.0	-5
> COc1cccc(CC2(CO)CCCN(S(=O)(=O)c3cccc(Cl)c3)C2)c1 (centres undefined)
  -4	4.3	0.1	16
> Cc1ccc(CNC(=O)c2nnc(-c3ccncc3)o2)cc1
  0	-0.2	-0.4	-3
> COc1ccc(C(=O)C2CCCN(C(=O)c3cc(-c4ccccc4OC)n[nH]3)C2)cc1OC (centres undefined)
  -20	-0.7	0.6	5
> COc1ccc(-c2nnc(NC(=O)Cc3c(F)cccc3Cl)s2)cc1
  2	-0.9	-0.1	7
> CCOC(=O)C1CCCN(C(=O)c2cc3c(-c4ccccc4F)nn(C)c3s2)C1 (centres undefined)
  -7	0.8	-0.3	-6
> CC(C)n1c(C(O)c2ccc(OCc3ccccc3)cc2)nc2ccccc21 (centres undefined)
  -3	-0.2	0.0	12
> Nn1cnnc1N/N=C/c1ccc(F)cc1
  -4	-1.5	-1.2	8
> CCN(CC)C(=O)CN1C(=O)CC(C)(C)Sc2ccccc21
  0	1.0	0.1	-1

5 records drawn at random from those above:
Every second line gives: TEAD-YAP block	GPR151 activ	FBW7 act	MITF primary
> CC1CN(CCNC(=O)C2(N3CCOCC3)CCCCC2)Cc2ccccc2O1 (centres undefined)
  -2	-0.4	0.2	12
> COc1cccc(C=C2C(=O)N(C)C(=O)N(C)C2=O)c1OCc1ccccc1
  2	0.7	-1.0	9
> Cc1ccc2nc(SCC(=O)Nc3ccccc3[N+](=O)[O-])[nH]c2c1
  4	1.0	-0.2	0
> CC(=O)C1=C(O)CCC1=Nc1ccccc1
  -3	-0.8	-0.2	-16
> Cc1ccc(CNC(=O)c2nnc(-c3ccncc3)o2)cc1
  0	-0.2	-0.4	-3

(continued)
Every second line gives: TEAD-YAP block	GPR151 activ	FBW7 act	MITF primary
> CC(=O)c1ccc(NC(=O)c2cc3c(C)nn(-c4ccccc4)c3s2)cc1
  -19	-0.7	-0.1	2
> COc1cccc2sc(=NC(=O)c3ccc([N+](=O)[O-])s3)n(C)c12
  -3	1.3	-0.1	-15
> CC(C)[C@H]1NC(=O)[C@H]2CN(C(=O)c3ccc(Cl)cc3)CCN2C1=O
  -1	-0.3	0.3	-26
> CSc1ncc(Cl)c(C(=O)C(C#N)c2nc3ccccc3c(=O)[nH]2)n1 (centres undefined)
  4	-0.1	-0.1	-7
> CCOCCn1c(=NC(=O)c2ccccc2S(C)(=O)=O)sc2cc(OC)ccc21
  -20	2.2	0.1	-27
> O=C(OCc1ccc2c(c1)OCO2)c1ccc(S(=O)(=O)N2CCCCC2)cc1
  -14	-1.4	0.0	0
> CC(C)n1cnc2c(Nc3ccccc3)nc(Nc3ccc(N4CCOCC4)cc3)nc21
  -24	1.1	-0.1	3
> O=C(CSCc1ccccc1)Nc1nnc(Cc2ccc(F)cc2)s1
  5	1.0	0.0	1
> COc1ccc2cc([C@H](C)OC(=O)c3c(C)ncc4c3COC(C)OC4)ccc2c1 (some centres undefined)
  -4	0.2	-0.1	-7
> COC(=O)c1ccc(/C=N/NC(=O)Cn2cncn2)cc1
  -2	-1.0	-0.1	-3
> Cc1ccc(C(=O)Nc2c(C)cc(C)c([N+](=O)[O-])c2C)cc1
  -35	1.2	-0.1	-2
> Cc1cc(C)c(S(=O)(=O)Nc2ccc3c(c2)n(C)c(=O)n3C)c(C)c1
  19	-0.5	0.0	5
> CC(CC(=O)N1CCN(c2ccccc2)CC1)c1ccccc1 (centres undefined)
  5	0.5	-0.2	7
> CN(C(=O)c1ccco1)c1ccccc1
  -2	2.2	0.1	-6
> COc1ccc(C(c2nnnn2CC2CCCO2)N2CCN(C)CC2)cc1OC (centres undefined)
  1	0.0	0.1	-2
> CN1CCN(c2ccc(-c3cncc(C(=O)NCCCN4CCCC4=O)c3)cc2)CC1
  0	-1.0	0.2	33
> Cc1onc(-c2ccccc2Cl)c1C(=O)NCCCCc1ccccc1
  11	0.3	0.0	8
> CC1CCCC(NC(=O)COC(=O)c2cncc(Br)c2)C1C (centres undefined)
  3	1.2	0.3	10
> CC(C)C(NC(=O)c1cccc([N+](=O)[O-])c1)C(=O)O (centres undefined)
  -9	0.0	0.1	-2
> COc1cc2nc(C)n(C(=S)S)c2cc1OC
  56*	0.3	0.1	14
